COUP-TFII inh: NR2F2 transcriptional activity inhibitors, primary screen, cell-based, luciferase reporter, HEK293T, luminescence; COUP transcription factor 2 (Homo sapiens), P24468; HEK293T NGFI-A luciferase reporter; inhibition, % at 8.6 µM; 370,000 tested, 0.7% active;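 active = inhibition above a per-plate cutoff, mean inhibition of test wells between control levels plus 3 SD, cut at about 38% in these data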;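 also: cells cotransfected with COUP-TFII expression vector driving the NGFI-A reporter; 0% = median of COUP-TF2 test wells and 100% = reporter-only cells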
MC4R barr agon: MC4R agonists recruiting beta-arrestin, primary screen, cell-based, luminescence, agonist arm of biased-ligand search | Melanocortin receptor 4 (Homo sapiens), P32245 | U2OS MC4R beta-arrestin complementation; percent of melanotan II response, DMSO zero | activation, % at 8.9 µM | 360,000 tested, 0.98% active;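 active = activation above a per-plate cutoff, the mean activation of sample wells on that plate plus 3 SD, cut at about 8% in these data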
Target sequence (P32245 whole entry, looked up): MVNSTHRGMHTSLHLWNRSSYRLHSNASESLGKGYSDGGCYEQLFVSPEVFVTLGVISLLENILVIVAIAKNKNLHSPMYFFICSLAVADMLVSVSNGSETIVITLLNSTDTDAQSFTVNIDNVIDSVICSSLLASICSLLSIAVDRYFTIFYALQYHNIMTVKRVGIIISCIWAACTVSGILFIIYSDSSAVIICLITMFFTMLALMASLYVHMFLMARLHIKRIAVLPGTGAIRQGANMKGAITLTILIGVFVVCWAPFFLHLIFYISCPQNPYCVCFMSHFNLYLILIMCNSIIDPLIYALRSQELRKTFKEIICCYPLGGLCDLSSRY
LRH-1 inv ag: LRH-1 (NR5A2) inverse agonists, primary screen, cell-based, luminescence, HEK293T, StAR-luciferase reporter | inhibition, % at 3.6 µM | AID 602396, 2012 | 360,000 tested, 0.13% active | LRH-1 transfected, 24 h | Nuclear receptor subfamily 5 group A member 2 (Homo sapiens), O00482;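 active = inhibition above the mean inhibition of all tested compounds plus 3 SD, cut at about 73% in these data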;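 also: 0% = DMSO wells and 100% = reporter-only cells lacking LRH-1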
Target sequence (O00482 whole entry, looked up): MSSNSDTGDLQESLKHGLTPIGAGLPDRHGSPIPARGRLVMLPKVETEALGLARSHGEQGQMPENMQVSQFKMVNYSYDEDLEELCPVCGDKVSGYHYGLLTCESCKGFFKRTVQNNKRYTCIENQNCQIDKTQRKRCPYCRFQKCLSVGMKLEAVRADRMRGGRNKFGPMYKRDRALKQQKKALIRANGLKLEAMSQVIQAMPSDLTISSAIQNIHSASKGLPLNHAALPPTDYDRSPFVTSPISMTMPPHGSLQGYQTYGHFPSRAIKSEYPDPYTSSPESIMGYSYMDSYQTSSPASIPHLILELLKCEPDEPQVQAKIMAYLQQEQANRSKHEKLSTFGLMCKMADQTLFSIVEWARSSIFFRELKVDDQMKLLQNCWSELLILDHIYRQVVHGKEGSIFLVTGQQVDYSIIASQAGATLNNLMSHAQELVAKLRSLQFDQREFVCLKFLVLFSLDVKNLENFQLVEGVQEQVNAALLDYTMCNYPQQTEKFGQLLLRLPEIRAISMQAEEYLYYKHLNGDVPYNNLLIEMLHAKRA
NCOA1 inh: SRC1 coactivator transcriptional activity inhibitors, primary screen, cell-based, luminescence | Nuclear receptor coactivator 1 (Homo sapiens), Q15788 | HEK293 GAL4-SRC1 luciferase reporter | inhibition, % at 3.6 µM | 360,000 tested, 0.12% active | AID 588354, 2011;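 active = inhibition above the campaign mean plus 3 SD, with each screening campaign given its own cutoff, cut at about 60% in these data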;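 also: 0% = DMSO treated cells and 100% = gossypol at 36 µM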
LMP1 NFkB inh: EBV LMP1-driven NF-kappaB luciferase reporter inhibitors, primary screen, cell-based, luminescence, single point | LMP1-induced NF-kappaB luciferase reporter cells | inhibition, % at 12.5 µM | 350,000 tested, 0.69% active; in the data active = inhibition above about 41%;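 also: 0% = neutral control wells and 100% = reference inhibitor control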
TLR9-MyD88 inh: inhibitors of TLR9-MyD88 association in cells, primary screen, cell-based, CHO, BLA complementation, fluorescence; Toll-like receptor 9 (Homo sapiens) + Myeloid differentiation primary response protein …; CCF4 FRET ratio; inhibition, % at 4.98 µM; 340,000 tested, 0.21% active;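 active = inhibition above the mean over all tested compounds plus 3 SD, cut at about 21% in these data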;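 also: 0% = DMSO only wells and 100% = clavulanate BLA inhibitor control wells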
NOD2-RIPK2 inh: NOD2-RIPK2 binding disruptors in cells, primary screen, fluorescence, CHO cells, BLA complementation | Receptor-interacting serine/threonine-protein kinase 2 (Homo sapiens), O43353 | CCF4 ratio | inhibition, % at 4.98 µM | 360,000 tested, 0.38% active; in the data active = inhibition above about 21%;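 also: 0% = vehicle only and 100% = reference blocker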
NCOA2 inhibitor: inhibition of GAL4-SRC2 driven luciferase reporter, primary screen, SRC2 inhibitor project, cell-based, luminescence. Nuclear receptor coactivator 2 (Homo sapiens), Q15596. HEK293 GAL4-SRC2 luciferase reporter. inhibition, % at 9 µM. 370,000 tested, 0.17% active;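 active = inhibition above the mean inhibition of all tested compounds plus 3 SD, set per campaign, cut at about 52% in these data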;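 also: 0% = DMSO treated cells and 100% = cells given Gossypol at 36 µM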
MC4R antagonist: MC4R antagonists of cAMP signaling, primary screen, cell-based, TR-FRET, antagonist arm of biased-ligand search; MC4R-expressing cells, MTII-stimulated cAMP, LANCE TR-FRET; inhibition, % at 6.5 µM; 360,000 tested, 0.48% active;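 active = inhibition above its plate's cutoff, the mean of tested wells on that plate plus 3 SD, cut at about 29% in these data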;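 also: 0% = Melanotan II alone and 100% = Melanotan II plus saturating MCL0020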
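Assay system: U2OS-MC4R stable cell line; Also added: Melanotan II; Technique: Eu-cAMP/anti-cAMP TR-FRET, emission 671 nm; Times: 30-min compound, 1-h challenge, 1-h detection, room temperature.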
NCOA3 inh: SRC3 coactivator transcriptional activity inhibitors, primary screen, cell-based, luminescence; HEK293 GAL4-SRC3 luciferase reporter; 360,000 tested, 0.17% active; AID 588352, 2011; inhibition, % at 3.6 µM;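 active = inhibition above a per-campaign cutoff, the mean of all compounds plus 3 SD, cut at about 60% in these data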;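 also: 0% = DMSO-treated cells and 100% = gossypol-treated cells at 36 µM; higher means less SRC3-driven luciferase light from the GAL4 reporter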
ABHD5 PLIN5 PPI: ABHD5-PLIN5 interaction inhibitors, primary screen, cell lysate, split luciferase complementation, luminescence; 360,000 tested, 0.78% active; Split G. princeps luciferase complementation, 4 h; Perilipin-5 (Homo sapiens) + 1-acylglycerol-3-phosphate O-acyltransferase ABHD5 (Homo …; AID 602281, 2012; inhibition, % at 4 µM;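 active = inhibition above the mean inhibition across every tested compound plus 3 SD, cut at about 22% in these data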;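 also: 0% = DMSO only wells and the 100% control is not disclosed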
Numbers without * were called inactive; nt = no result given. An excerpt. The share of hits here may be higher or lower than overall.

SMILES	COUP-TFII inh	MC4R barr agon	LRH-1 inv ag	NCOA1 inh	LMP1 NFkB inh	TLR9-MyD88 inh	NOD2-RIPK2 inh	NCOA2 inhibitor	MC4R antagonist	NCOA3 inh	ABHD5 PLIN5 PPI
COc1ccc2c(c1)cc(C(=O)N[C@@H](CCSC)C(=O)N1CCC(C(=O)O)CC1)n2C	2	-1.8	-17	10	4	2	0	3	13	8	4
CCN(CC)C(=O)c1cccc(NC(=O)CC23CC4CC(CC(C4)C2)C3)c1	6	1.3	13	-68	-4	6	-10	-7	13	17	6
O=C(NCCN1C(=O)S/C(=C\c2cccnc2)C1=O)c1ccc([N+](=O)[O-])s1	-8	-1.3	0	-4	-3	-3	9	-14	-3	-9	7
Cc1ccc(S(=O)(=O)Nc2cccc(C(=O)N3CCOCC3)c2)c(C)c1NS(C)(=O)=O	12	-1.9	5	7	1	-4	-15	-5	-3	20	1
Cc1ccc(N2CCN(CC(O)COc3cccc4ccccc34)CC2)cc1 (configuration not stated)	15	2.7	-8	6	-3	11	7	7	6	-25	-1
CN1[C@@H](Cc2ccccc2)COc2cc(N3CCSCC3)ccc2S1(=O)=O	5	nt	-16	nt	nt	nt	2	3	nt	nt	-2
CCCCOC(=O)N1CCOCCOCCOCCOCC1	-1	1.8	10	2	4	1	3	-25	-7	6	-5
CCCCn1c(N)c(N(C)C(=O)c2ccccc2Oc2ccccc2)c(=O)[nH]c1=O	0	0.6	11	-8	-1	-3	-2	-16	2	2	-5
Cc1cccc(NNC(=O)c2c(F)cccc2Cl)c1	5	-1.1	12	-2	-1	2	-6	-23	-7	13	1
CC(=O)N1CCN=C1SCc1ccccc1	-9	0.4	4	-1	5	-5	-9	5	6	-3	1
O=C1C2C3C=CC(C3)C2C(=O)N1/N=C/c1cn(Cc2ccccc2)c2ccccc12 (configuration not stated)	-12	-0.6	39	5	-9	-6	1	3	17	10	3
O=C(Nc1cc(Br)ccc1O)c1cc(-c2ccco2)on1	-25	2.9	-20	-4	-2	4	-18	-30	0	-3	4
COc1ccc(-c2nc(C#N)c(NCCc3ccccc3)o2)cc1OC	-18	3.5	-67	-44	-5	7	9	-31	-9	-46	1
Cc1ccc(C=Nc2cc([N+](=O)[O-])ccc2C)s1	-5	0.1	6	-5	1	1	4	-16	3	13	-2
COc1cccc(CC(NC(C)=O)C(=O)NC2CCN(C(=O)NCc3ccccc3)CC2)c1 (configuration not stated)	2	0.1	7	-7	0	-3	12	3	-4	25	0
CC(C)CC1Nc2ncnc(N3CCOCC3)c2N(Cc2ccc(Br)cc2)C1=O (configuration not stated)	-8	-0.4	6	-15	3	-9	3	1	14	-1	4
N#CC1=C(SCc2ccccc2)NC(=O)CC1c1ccc(O)cc1 (configuration not stated)	-27	2.4	-25	9	-9	-6	-11	19	15	-10	-8
COc1ccc(N2CCOCC2)c(NC(=O)c2ccc(Br)o2)c1	20	-2.4	26	24	7	-6	-8	27	4	18	-1
Cc1ccccc1NC(=O)Cc1nc(-c2ccc3ccccc3c2)cs1	13	-1.3	4	-14	1	-2	0	-50	4	-6	-6
COc1ccc(Nc2nc(-c3ccc(OC)cc3)c(CCC(=O)O)s2)cc1	-2	3.8	3	7	-2	8	-1	-8	3	-8	0
CCOc1ccc(NC(=O)CN(C)C(=O)CN2C(=O)c3ccc([N+](=O)[O-])cc3C2=O)cc1OCC	1	1.6	-10	-1	0	7	10	-28	6	-18	-5
CC1CC(C)CN(CCCNS(=O)(=O)c2ccc3c(c2)CCN3C(=O)C2CC2)C1 (configuration not stated)	-25	1.2	8	2	0	-10	1	-16	3	12	7
O=C1c2cccc([N+](=O)[O-])c2C(=O)N1c1ccccc1	-2	-3.8	4	-1	-5	-5	0	-25	30*	19	-3
Cc1noc(C)c1CSCC(=O)OCC(=O)Nc1ccc(OC(F)(F)F)cc1	-1	0.5	-14	0	4	-11	2	-1	-1	8	-9
Cc1cc(OCC(=O)NC(C)C)cc(C)c1Cl	5	-0.2	-6	14	-8	-5	-15	8	4	-7	-3
CCOC(=O)c1cnc(SC)nc1Oc1cccc(NC(=O)c2cccc(Cl)c2Cl)c1	22	0.7	15	-8	5	-3	-7	-31	7	8	2
Cc1cc2cc(C)c3nnc(SCC(=O)Nc4ccc(S(=O)(=O)N5CCCCC5C)cc4)n3c2cc1C (configuration not stated)	-11	-0.9	13	-11	6	4	4	24	18	10	-4
COc1ccccc1C(=O)Nc1ccnn1C1CCN(C(=O)C(C)(C)C)CC1	-4	-1.5	8	4	-3	-16	-9	-3	9	6	-5
COc1ccc(-c2cnc3c(NC=O)cc(-c4cc(OC)c(OC)c(OC)c4)cn23)cc1OC	-113	30*	25	-9	nt	nt	0	-87	-40	-5	9
Cn1c(=N)c(S(=O)(=O)c2ccccc2)cc2c(=O)n3ccccc3nc21	-7	-1.4	-22	2	1	-13	-4	-5	5	4	-3
CCCCn1nc(CC(=O)NCCN(CC)CC)c2ccccc2c1=O	-3	-0.4	-10	5	-4	-11	0	-5	0	2	2
CCCCn1c(N)c(N(CC(C)C)C(=O)CCCSc2nncs2)c(=O)[nH]c1=O	13	-3.2	-12	-6	2	-1	13	9	4	8	1
COc1cc(OC)c2cc(C(=O)N/N=C/c3ccccc3O)[nH]c2c1	15	5.1	10	-4	11	-5	4	-2	4	31	1
COC(=O)C[C@H]1c2cc(C(F)(F)F)ccc2S(=O)(=O)N1c1ccc(N(C)C)cc1	8	-1.2	6	-13	1	4	-9	-16	10	-1	-6
CN(C)c1nc(Oc2ccc(=O)n(C)n2)nc(N2CCOCC2)n1	-4	-2.5	10	11	-7	-4	-1	-26	5	18	-1
CC(C)Oc1cc(F)ccc1-c1cc(C(=O)Nc2ccc(C(C)C)cc2)[nH]n1	-2	5.8	-19	-7	nt	nt	-2	10	15	9	-15
CCSC1=NCCN1C(=O)c1c(-c2ccccc2Cl)noc1C	-6	-2.4	-12	-7	1	1	-1	-8	3	2	7
C=CCN(C(=O)c1csnn1)C(C(=O)NCc1ccccc1)c1c(F)cccc1Cl (configuration not stated)	-17	-3.1	5	3	2	5	1	0	5	3	-6
CC(Sc1ccc(Cl)cc1)C(=O)NCC(c1ccco1)N1CCCCC1 (configuration not stated)	7	-3.5	4	4	3	-1	-3	-9	14	-14	-1
COc1ccc(Cn2c(CCC(=O)O)nc3cccnc32)cc1	14	-2.7	9	-10	-9	-11	-10	2	6	-27	7
Cc1c(C)c2ccc(OCC(=O)NCCc3c[nH]c4ccccc34)cc2oc1=O	-6	3.1	6	8	nt	nt	-6	0	1	9	1
CC(C)[N+](C)(C)CC#CC(O)(c1ccccc1)c1ccccc1	17	-1.7	-14	-11	3	-6	5	10	18	13	-1
CCCN(C(=O)COC(=O)CNC(=O)c1ccc2ccccc2c1)c1c(N)n(Cc2ccccc2)c(=O)[nH]c1=O	1	-2.3	-7	-3	12	7	-5	-16	5	16	-9
COc1cc2nc(CN(C)Cc3ccc(Cl)cc3)[nH]c(=O)c2cc1OC	-18	-0.5	-9	-10	-3	-8	-5	18	10	-12	-6
CC(C)(C)[C@H]1C=C(C(=O)O)O[C@@H](OCCCCO)C1	1	-0.3	-8	-1	-5	-5	-3	-19	4	5	0
CCc1ccc2c(COC(=O)C3CSC4(C)CCC(=O)N34)cc(=O)oc2c1 (configuration not stated)	1	-1.6	8	-25	-5	-20	-8	13	-3	-24	-4
C=CCn1c(COc2cccc3ccc(C)nc23)nnc1SCC(=O)O	-10	0.5	12	16	7	-11	1	5	-3	-6	-1
O=C(CN1C(=O)NC2(CCCC2)C1=O)Nc1ccccc1C(F)(F)F	-2	-0.8	-2	-2	-8	2	-4	-26	12	7	-1
Cc1[nH]n(-c2ccccc2)c(=O)c1C(C[N+](=O)[O-])c1ccccc1Cl (configuration not stated)	5	-0.3	28	-16	1	-7	-9	-16	-3	10	-35
Oc1ccccc1C1=Nc2ncnn2C(c2ccc(F)cc2)C1 (configuration not stated)	2	-1.7	20	-11	62*	-2	11	3	7	0	3
CC1(C(=O)NS(=O)(=O)c2cccc(Cl)c2)CCN1C(=O)C1(c2ccc(Cl)cc2)CC1 (configuration not stated)	5	3.9	-2	-2	nt	nt	4	0	9	3	-8
Cc1cccc(N=Nc2cnc(N)s2)c1	-3	-0.4	-80	-92	-31	8	10	-50	-3	-41	-6
O=C(CN(Cc1ccccc1)C(=O)c1csnn1)NCCc1ccccc1	-6	-0.6	10	-50	-4	6	4	-18	-1	10	-2
COc1cccc(C=NNC(=O)CCCC(=O)NN=Cc2cccc(OC)c2)c1	-4	-0.7	5	-6	9	-9	-11	-35	-1	-5	-6
Cn1c(=O)c(C(=O)CN2CCCCCC2)c(N)n(Cc2ccccc2)c1=O	-1	0.0	7	-5	-7	2	1	-15	5	-1	0
CC(OC(=O)c1cccnc1)C(=O)NCc1ccc2c(c1)OCO2 (configuration not stated)	-22	-1.6	-5	-4	1	-6	0	-32	12	20	-3
CCN(CC(=O)Nc1c(F)cccc1F)C(=O)C1CCCO1 (configuration not stated)	13	-0.4	6	1	2	-2	7	-39	12	-9	-2
COc1ccccc1-c1oc2ccccc2c1C#CCCO	3	3.6	13	10	-3	1	1	6	-1	-4	5
O=C(Cc1ccccc1)Nc1ccccc1N1CCCC1	7	-1.0	0	-2	8	-3	-14	-30	22	13	6
CN(C)c1ccc(NC(=O)CN2CCC(C(=O)c3ccc(F)cc3)CC2)cc1	nt	-3.1	-2	5	-8	1	3	nt	5	10	-2
CC1(C)OC(=O)C=C[C@]2(C)[C@H]3CC[C@@]4(C)[C@H](C(=O)O)OC(=O)[C@H]5O[C@]54[C@]3(C)C(=O)C[C@@H]12	-15	0.8	-11	-4	14	-13	-9	-21	15	-12	0

Compound activity from PubChem.
